Ins promoter up = insulin promoter activators in MIN6 cells, imaging, high-content screening, mouse beta cells; MIN6 insulin promoter-GFP reporter; active compounds read high; z-score at 5 µM; AID 1625, 2009; actives 0.3% (n = 190,000);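 active = z-score above 3 at 5 µM with at least 500 cells counted in the well; inconclusive = wells under 500 cells, flagged as cytotoxic or low count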
WT yeast gro inh = growth inhibition of WT strain, primary screen, mitochondrial fusion inhibitor project, WT and mutant strains, chemical genetic. mitochondrial fusion phenotypic screen. inhibition, % at 10 µM. actives 2.1% (n = 190,000). AID 1362, 2008; in the data active = inhibition above about 58%; tested in S. cerevisiae
Dynein cargo inh = inhibitors of GR-EGFP nuclear translocation, primary screen, dynein cargo transport inhibitor project, imaging, high-content, 3617.4 mouse cells | AID 1381, 2008 | actives 0.47% (n = 220,000) | z-score, hits read low | test concentration mostly 20 µM; stimulated with dexamethasone, 1 µM; active compounds read low;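 active = plate z-score of nuclear minus cytoplasmic receptor signal below a set negative limit, without overly bright fluorescence or cell loss, cut at about -3.5 in these data, passing the limit was not always enough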;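 note: z-score of nuclear minus cytoplasmic ring GR-EGFP intensity difference per well; some compounds called inactive have numbers as strong as hits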
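Buffer or medium: tet-free, stripped-serum medium; reagent: dexamethasone at 1.0 µM final, 30 min; incubation: 48 h induction, 1 h compound, 30 min dex at 37 °C; measured by: formaldehyde fixation, Hoechst nuclear stain, 10x automated fluorescence imaging; read-out: nuclear-to-cytoplasmic GR-EGFP distribution per well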
Hep lipid drop = inhibitors of hepatocyte lipid droplet formation, primary screen, imaging, high-throughput imaging, BODIPY stain | AML12 mouse hepatocytes, oleate lipid droplets | inhibition, % at 6.5 µM | actives 0.4% (n = 240,000) | AID 1656, 2009;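 active = lipid droplet intensity inhibited by at least 50%, with more than 500 cells counted; inconclusive = wells with under 300 cells, treated as cytotoxic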
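Material: mouse AML12 hepatocyte cell line, fixed after treatment; Timing: compound with oleate, overnight; Technique: high-content imaging of BODIPY-stained droplets and DAPI nuclei; Probe or stimulus: oleate, 100 µM final; Dosing: compound at 6.5 µM only.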
Autophagy mod = autophagy modulators in MEF cells, primary screen, imaging, high-content, MEF GFP-LC3; MEF GFP-LC3 puncta imaging; test concentration mostly 10 µM; calls only at 10 µM (by protocol); actives 0.98% (n = 190,000); AID 463193, 2010;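 active = percentage of spot-positive cells more than 3 SD above its plate mean, without a fluorescence outlier flag or 80% toxicity; inconclusive = no clear call, values can overlap the other calls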;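 note: spot-positive cell cutoff set from DMSO-treated cells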
MT stabilizer = microtubule stabilizers in HeLa cells, primary screen, imaging, high-content imaging | AID 2205, 2009 | HeLa tubulin immunostaining HCS, 24 h; share of cells brighter than vehicle mean+2SD | % tubulin-high responders, % at 10 µM | actives 0.83% (n = 200,000);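 active = plate Z-score above 3 for both tubulin-high and condensed-nucleus cell shares, with cell loss under 80%, at 10 µM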;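 note: anti alpha tubulin signal scored within the nucleus-defined area of each cell; some results filed as inactive read as strong as hits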
XIAP displacement = XIAP antagonists, biochemical, IAP family, fluorescence polarization (AID 1018); actives 0.007% (n = 200,000); XIAP BIR domain, fluorescence polarization peptide displacement; higher % means a stronger effect; E3 ubiquitin-protein ligase XIAP (Homo sapiens); displacement, % at 20 µM; hits with a dose series show IC50 in µM; in the data active = displacement above about 50%; note: a part of the inactive calls stands beside numbers as strong as those of hits
b-catenin transl = modulators of beta-catenin nuclear translocation, primary screen, imaging, HeLa cells, immunofluorescence, high-content; nuclear translocation activity, % at 5 µM; actives 0.3% (n = 190,000); AID 1665, 2009;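 active = nuclear translocation activity above 50% at 5 µM, with a well cell count of 50 or more; inconclusive = wells under 50 cells across six images, flagged as toxic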;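 note: per-cell ratio of nuclear to cytoplasmic median beta-catenin stain intensity; plate controls were DMSO negative control for no effect and GSK-3 inhibitor IX positive control for full effect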
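Test system: HeLa cells, endogenous beta-catenin; Compound: single 5 µM dose plus 0.02–20 µM confirmation series; Times: compound exposure 24 h at 37°C; Signal: fluorescence imaging of beta-catenin antibody stain plus DAPI; Read-out: % activation, nuclear-to-cytoplasmic median beta-catenin signal ratio per cell.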
CSM14.1 death rescue = rescue of cells from ER stress-induced death, primary screen, 384-well, CSM14.1, thapsigargin, ATP luminescence (AID 1222). CSM14.1 thapsigargin-induced death rescue, ATP luminescence; higher % means a stronger effect. 190,000 tested, under 10 active. cellular ATP content (survival), % at 20 µM; hits with a dose series show EC50 in µM;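 active = EC50 below 50 µM in the dose-response confirmation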;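 note: death triggered by thapsigargin at about 15 µM added after 2 h compound pretreatment; cell ATP read after overnight thapsigargin exposure of roughly 18 to 22 hours; normalized against plate controls of thapsigargin alone and 5% DMSO vehicle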
WT yeast gro inh mutant strain = further read-out of WT yeast gro inh, marked with its call; inhibition, %; mitochondrial fusion phenotypic screen, mutant strain inhibition
Dynein cargo inh cytoplasmic EGFP = second read-out of Dynein cargo inh, no call of its own (marks repeat the call); z-score; measured here: cytoplasmic GR-EGFP intensity; active compounds read high
Dynein cargo inh nuclear GR-EGFP = second read-out of Dynein cargo inh, no call of its own (marks repeat the call); z-score; measured here: nuclear GR-EGFP intensity;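 lower value marks the stronger effect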
Dynein cargo inh cell count = recorded beside Dynein cargo inh, whose call it bears; z-score; measured here: cell count per field
Ins promoter up cell count = second read-out of Ins promoter up, no call of its own (marks repeat the call); cell count; measured here: cytotoxicity, nuclei count;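 total cells summed across four imaged fields per well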
Hep lipid drop cells 6.5 µM = recorded beside Hep lipid drop, whose call it bears; cell count; measured here: cell count, cytotoxicity flag;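 cells counted across two imaged fields per well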
b-catenin transl cell count 5 µM = second read-out of b-catenin transl, no call of its own (marks repeat the call); cell count; measured here: cell count, cytotoxicity flag
MT stabilizer Hoechst-high % = second read-out of MT stabilizer, no call of its own (marks repeat the call); % Hoechst-high responders; measured here: nuclear condensation Hoechst responders;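 share of cells brighter than vehicle mean plus two SD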
MT stabilizer cytotoxicity % = also measured in MT stabilizer; calls as there; toxicity, %; measured here: cytotoxicity by cell density;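 0% = mean cell density of plate MIN control wells and 100% = no cells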
Autophagy mod cell loss 18 h = also measured in Autophagy mod; calls as there; toxicity, %; measured here: cell loss, nuclei count;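 cell loss after 18 h compound exposure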
Numbers without * were called inactive; i = inactive; ? = inconclusive; · = no result given; + = active, no number. An excerpt; rates above refer to the full screens.

entry	SMILES	Ins promoter up	Ins promoter up cell count	WT yeast gro inh	WT yeast gro inh mutant strain	Dynein cargo inh	Dynein cargo inh cytoplasmic EGFP	Dynein cargo inh nuclear GR-EGFP	Dynein cargo inh cell count	Hep lipid drop	Hep lipid drop cells 6.5 µM	Autophagy mod	Autophagy mod cell loss 18 h	MT stabilizer	MT stabilizer Hoechst-high %	MT stabilizer cytotoxicity %	XIAP displacement	b-catenin transl	b-catenin transl cell count 5 µM	CSM14.1 death rescue
1	O=C(O)C1C2c3ccccc3C(c3ccccc32)C1C(=O)Nc1ccccc1 (stereo unspecified)	0.48	1499	6	3	0.6	-0.26	0.21	-0.46	3	731	i	10	1.4	1.2	8.0	-5.9%	-0.5	1060	-1.7%
2	CCN1CCN(c2ccc(N)cc2C)CC1	0.17	1327	9	-3	-2	-0.044	-1.2	2.3	-10	680	i	-3	5.5	2.1	6.9	-0.9%	3.3	1095	-1.5%
3	CCOP(=O)(OCC)C(NC(=O)C(Cl)Cl)C(Cl)(Cl)Cl (stereo unspecified)	-0.71	1487	18	1	-0.63	-0.11	-0.93	-0.42	·	·	i	-8	3.1	2.3	8.7	-2.8%	-0.8	1373	-1.9%
4	C=CCn1c(O)c(C(CC)=NCCN2CCN(C(=S)NC)CC2)c(=O)[nH]c1=O	-0.85	1182	·	·	-0.47	-0.26	-0.25	0.26	-16	741	·	·	·	·	·	·	-0.1	1327	·
5	CCN1CC2([N+](=O)[O-])CC=C(Cl)C([N+](=O)[O-])(C1)C2 (stereo unspecified)	-0.31	1528	-1	11	-0.78	1.2	-0.16	0.0026	-24	511	i	23	2.5	1.6	9.3	-1.8%	-4.2	1322	3.0%
6	Cn1cc(C(=O)N2CCOCC2)c2ccccc21	1.1	1169	-4	14	0.21	-0.32	0.39	0.3	·	·	i	-1	5.6	2.6	11	-11%	-1.1	1048	3.3%
7	O=P(O)(Oc1ccccc1)OC(c1ccccc1)C(F)(F)C(F)(F)F (stereo unspecified)	0.62	1408	-9	12	0.86	-0.31	0.7	-1.2	12	722	i	-2	5.6	1.4	7.0	-2.7%	0.5	1139	·
8	CC(=NCc1ccc2c(c1)OCO2)c1c(O)n(Cc2ccccc2)c(=O)[nH]c1=O	0.2	1065	·	·	-0.38	0.34	-0.18	-0.086	13	715	·	·	·	·	·	·	0.0	1393	·
9	CCN(CC)CCN=Cc1c(O)n(CCC2=CCCCC2)c(=O)[nH]c1=O	-0.04	1250	-15	-1	-0.35	-0.15	0.099	0.041	-7	718	i	3	2.0	1.7	2.7	-3.5%	0.1	1088	-1.2%
10	CCN1C(=O)C(=C2C=C(C)OC(C)=C2)C(=O)N(CC)C1=S	-0.16	1645	-23	9	-0.29	-0.27	-0.23	0.68	29	671	i	3	3.0	2.3	8.6	-3.9%	0.6	922	0.4%
11	CCCCNC(=O)NC(C(N)=O)P(=O)(OCC)OCC (stereo unspecified)	0.61	926	·	·	-0.56	-0.25	-0.32	1.1	-11	696	·	·	·	·	·	·	-0.1	1261	·
12	Cc1cc(N2C(=O)CC(N3CCC(n4c(=O)[nH]c5ccccc54)CC3)C2=O)no1 (stereo unspecified)	0.31	1249	-18	-35	0.011	-0.061	0.54	1.7	8	818	i	7	2.1	1.7	12	-14%	·	·	-2.2%
13	COc1ccccc1Cn1c(SCC(=O)C(C)(C)C)nc2cc(C(=O)N3CCC4(CC3)OCCO4)ccc2c1=O	-0.38	1278	8	2	-0.72	-0.29	-0.27	0.86	-4	721	i	19	2.4	1.3	5.4	0.2%	-0.8	1035	1.1%
14	CCCC(=O)Nc1cc(C(=O)N2CCC3(CC2)OCCO3)ccc1S(=O)(=O)c1ccc(C)cc1	0.29	1565	-4	5	-0.17	-0.24	-0.92	0.68	·	·	i	-5	3.2	1.6	6.1	-5.1%	-1.7	1428	-1.6%
15	O=C(c1cc2c(s1)CCCCCC2)N1CCC2(CC1)OCCO2	·	·	·	·	0.77	-0.18	0.69	-0.67	9	740	i	3	1.9	1.6	6.0	-4.3%	·	·	-2.4%
16	CCC12CN3CC(CC)(CN(C1)C3c1cccnc1)C2=O (stereo unspecified)	-0.08	1651	9	0	-0.019	-0.28	-0.88	0.084	·	·	i	0	3.1	1.6	7.9	-4.5%	-0.8	1324	-0.9%
17	Nc1ccc2c(c1)Cc1ccccc1-2	0.13	1373	-9	4	-0.33	-0.22	-0.19	0.3	13	616	i	13	3.0	2.5	0.2	-20%	0.4	882	-0.3%
18	Cc1[nH]c2c(C(F)(F)F)cccc2c1CCN	0.99	1213	-5	-1	1.8	-0.22	1.5	-0.013	-13	767	i	8	2.1	1.5	0.9	-6.7%	·	·	-2.2%
19	CN1C(=O)C(C2c3ccccc3C(=O)N2Cc2ccccc2)C(=O)N(C)C1=O (stereo unspecified)	1.1	745	13	17	0.23	-0.34	0.36	-0.069	31	852	i	3	3.2	2.7	14	0.9%	0.3	969	4.0%
20	COc1ccc(C)cc1NC(=O)c1c(C)nn(Cc2ccccc2)c1Cl	1.6	1469	25	-2	0.086	0.08	-0.11	0.4	4	691	i	3	4.9	2.3	7.2	-5.6%	-0.8	1095	0.3%
21	CCOC(=O)c1c(C)n(CCOC)c2ccc(O)cc12	·	·	-6	7	-1.1	-0.29	-0.34	1.1	16	683	i	-1	1.5	1.5	2.1	-5.8%	·	·	·
22	CC1CN=C(Nc2ccc(F)c(Cl)c2)S1 (stereo unspecified)	-1.3	999	·	·	0.02	-0.22	-0.089	0.1	-10	716	·	·	·	·	·	·	0.2	1295	·
23	COc1ccc(NC(=O)N2CCC3(CC2)OCCO3)c(OC)c1	-1.1	1552	4	9	1.4	-0.3	0.45	-0.55	14	698	i	16	3.2	2.5	4.7	-4.0%	-1.6	1185	0.0%
24	CC(C)NC(C)C(=O)C12CC3CC(CC(C3)C1)C2 (stereo unspecified)	·	·	-4	18	0.5	-0.11	0.26	-0.074	10	812	i	0	2.8	1.2	6.8	-7.6%	·	·	-1.6%
25	CC(=O)NNC(=O)CN1C(=O)CN=C(c2ccccc2)c2cc(Br)ccc21	-0.36	1279	-5	-11	2	-0.11	0.91	-0.78	-10	748	i	1	5.0	2.1	14	6.1%	-1.3	1047	1.6%
26	CCN(CC)CC(=O)Nc1ccc(Cl)cc1C(=O)c1ccccc1	·	·	-21	9	-0.25	-0.14	-0.16	1.1	·	·	i	12	2.2	2.8	5.6	·	·	·	·
27	CCOc1ccccc1C1SCC(=O)Nc2c1c(=O)[nH]n2C(CC)CC (stereo unspecified)	-0.57	1514	-8	-13	-0.5	-0.23	-0.05	0.6	·	·	i	-7	4.8	2.6	13	-7.3%	-0.1	594	-2.5%
28	CC(C)OCCCNC(=O)c1c(N)n(CC2CCCO2)c2nc3ccccc3nc12 (stereo unspecified)	-0.96	898	3	11	-1.2	0.059	-0.32	0.2	51*	650*	i	-1	1.6	2.0	7.3	-3.5%	2.7	966	·
29	CC(C)NS(=O)(=O)c1ccc(OCC(=O)N2CCN(Cc3ccccc3)CC2)c(Cl)c1	0.18	1750	-10	6	0.26	-0.23	0.07	-0.45	-9	621	i	2	3.3	1.4	6.5	-2.6%	-0.4	1053	-1.8%
30	CN1/C(=C\C=C\C2=[N+](C)c3ccc4ccccc4c3C2(C)C)C(C)(C)c2ccccc21	?	·	16	10	-1.6	1.8	-0.72	-5.6	·	·	+	·	4.8	0.3	79	74%	-17	81	-1.8%
31	O=c1c2ccccc2nc(CN2CCOCC2)n1-c1ccccc1F	·	·	-15	-16	-0.66	-0.28	-0.41	1.8	-9	722	i	2	1.6	1.5	3.0	-5.1%	·	·	-3.5%
32	CCCCC(=O)N/N=C/c1c(O)n(Cc2ccco2)c(=O)[nH]c1=O	0.09	1410	5	2	-0.62	-0.24	-0.34	0.6	-5	651	i	19	6.4	3.2	8.6	24%	-1.5	1106	-0.7%
33	CN(Cc1c[nH]c2ccccc12)C1CCCCC1	-1.7	763	0	-20	0.99	0.004	1.7	-1.5	·	·	i	-15	2.5	4.3	8.6	-5.0%	0.2	560	-1.5%
34	COc1ccc(CCn2c(O)c(C=NCc3ccc4c(c3)OCO4)c(=O)[nH]c2=O)cc1OC	0.11	1317	4	-4	-0.28	-0.025	0.051	0.24	·	·	i	-4	1.7	2.7	14	-3.5%	-5.4	1014	11%
35	Clc1ccc(CSC(Cn2ccnc2)c2ccc(Cl)cc2Cl)cc1 (stereo unspecified)	·	·	84	89	-0.21	-0.25	0.38	0.22	-34	665	i	14	3.6	2.9	6.8	-0.2%	·	·	6.3%

Screening data as filed in PubChem BioAssay.
